Screening results as filed in PubChem BioAssay.
INS promoter inh – TRM-6 insulin promoter activity inhibition; TRM-6 cells (human fetal islet line), insulin promoter-eGFP reporter, imaging; reporter expression induced with tamoxifen; inhibition, % at 2 µM; 130,000 tested, 0.9% active; AID 1273;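 active = inhibition above the mean plus 3 SD, with well images judged a real hit on visual review, cut at about 60% in these data, passing the limit was not always enough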
SDO1 yeast rescue – sdo1-depleted yeast growth rescue; 140,000 tested, 0.21% active; S. cerevisiae sdo1-depleted JHY4D growth rescue, OD600 30 h; active compounds read high; pdr5 snq2 efflux-pump mutant strain; z-score at 10 µM;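 active = z-score above 3 at both the 24 hr and the 30 hr optical density reads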;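 note: z-score against mean and SD of all compound wells on the same plate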
SDO1 yeast rescue Rescue 24 h – also measured in SDO1 yeast rescue; calls as there; z-score; S. cerevisiae sdo1-depleted JHY4D growth rescue, OD600; measured here: growth rescue at 24 h;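 0 is the plate mean of compound wells and units are plate SD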
* hit, by the source's call; · = not tested or not shown. Only part of the results is shown; the hit share may differ from the screen's.

Order of results – INS promoter inh	SDO1 yeast rescue	SDO1 yeast rescue Rescue 24 h
- O=C(CNC(=S)N(CCCN1CCOCC1)Cc1cccs1)N1CCOCC1
  40.6	2.3	2.75
- COc1cccc(NC(=O)CSc2nc3ccccc3c(=O)n2CCCC(=O)NCCCN2CCOCC2)c1
  -27.3	·	·
- CS(=O)(=O)N(Cc1ccc(C(=O)NCc2ccco2)cc1)c1ccccc1
  12.9	0.19	-0.52
- CC(C)NC(=O)COc1ccc(OCc2ccccc2)cc1
  16.7	·	·
- O=C(CNc1ccc2c(c1)OCO2)N/N=C\c1cn(Cc2ccccc2)c2ccccc12
  53.3	-0.35	0
- COc1ccc(C2(C(=O)N3CCOCC3)CCCC2)cc1
  -8.3	0.72	0.24
- COc1cc(OC)c(NC(=O)CCc2nc(-c3ccc(C)cc3)no2)cc1Cl
  8.3	-0.65	-0.41
- CNc1ncc(C(=O)c2ccc(Cl)cc2)s1
  -4.0	2.25	0.82
- CCN1c2ccccc2-c2nc3ccccc3n2C1c1ccco1 (stereo not given)
  -34.3	-1.37	-0.14
- C=C(Br)Cn1c(CCC)nc2ccccc21
  ·	-0.42	-0.08
- COc1cc(C(=O)OCCCN=C2NS(=O)(=O)c3ccccc32)cc(OC)c1OC
  -33.3	·	·
- COc1cccc(-c2csc3nc[nH]c(=O)c23)c1
  88.6*	-0.48	-0.75
- COc1cccc(/C=N/Nc2nc(Nc3ccccc3)nc(-n3nc(C)cc3C)n2)c1O
  -30.4	-3.16	-2.03
- CN(C)C(=O)Oc1ccc[n+](C)c1
  -27.3	0.44	0.39
- CCn1c(=O)n(CC(=O)N(C)Cc2ccccc2)c(=O)c2ccccc21
  -12.5	0.06	-0.03
- COCCOc1cc(N)c(Cl)cc1Cl
  33.3	·	·
- COc1ccc(/C=N/NC(=O)c2ccc(Cn3cc([N+](=O)[O-])cn3)o2)cc1O
  16.7	0.3	-0.71
- Cc1ccc(-c2n[nH]c(=S)n2Cc2ccccc2)cc1
  10.3	-1.42	-0.97
- COc1ccccc1NC(=O)c1c(Nc2ccccc2F)sc(C(=O)Nc2cccc(Cl)c2)c1N
  54.5	-0.95	-0.86
- O=C1NCCN1CCNS(=O)(=O)c1ccc(F)cc1
  7.1	0.52	-0.36
- CNC(=S)N1CCN(c2ccccn2)CC1
  30.6	0.08	-0.82
- N#CC1=C(N)OC2=C(C(=O)CCC2)C1Cc1ccccc1 (stereo not given)
  2.8	·	·
- O=C(N/C(=C\c1ccccc1Cl)C(=O)N1CCOCC1)c1ccc([N+](=O)[O-])cc1
  28.6	·	·
- COc1cc(C(=O)NCCOc2cccc3cccnc23)cc(OC)c1OC
  -71.4	·	·
- CC(=O)Nc1cccc(C(=O)Nc2ccccc2N2CCOCC2)c1
  32.4	1.77	1.64
- CCC(O)(CC)C(=O)NN(C(=O)CCl)c1ccccc1
  -2.9	1.55	1.73
- O=C(CSc1nc2scc(-c3ccco3)c2c(=O)n1-c1ccccc1)NCC1CCCO1 (stereo not given)
  -108.3	0.55	-0.13
- CCCn1c(NC(=O)C2COc3ccccc3O2)nc2ccccc21 (stereo not given)
  19.4	-2.53	-1.11
- Cc1cc(NC(=O)CS(=O)(=O)c2cn(C)c3ccccc23)no1
  ·	1.11	1.01
- CCOC(=O)C1=C(C)N=C2c3ccccc3C(=O)C2C1c1ccc(Br)cc1 (stereo not given)
  -20.7	-1.33	-0.91
- CCOC(=O)C1CCCN(C(=S)Nc2cc(C)cc(C)c2)C1 (stereo not given)
  -46.0	0.48	-0.19
- Cn1cc(CN2C[C@H]3CC[C@H]2C3)c(-c2ccccc2F)n1
  10.0	·	·
- COc1cc2[nH]c(=O)n(CCC(=O)N3CCN(Cc4ccc5c(c4)OCO5)CC3)c(=O)c2cc1OC
  16.7	·	·
- C=CCSc1nc(O)c(CC)c(=O)n1C(C)CC (stereo not given)
  ·	-0.63	-0.82
- Cc1cc(C)n(-c2nc(NCCCO)c3c4c(sc3n2)CCCC4)n1
  16.7	-1	-0.66
- O=c1[nH]c(SCc2ccccc2Cl)nc2c1CCC2
  -5.3	-1.5	-0.48
- Cc1[nH]c(=O)[nH]c(=O)c1/C=C/C(=O)OCC(C)C
  ·	0.19	-0.49
- CCCOC(=O)c1c(NC(=O)/C=C/c2cnn(C)c2C)sc(C(=O)OC)c1C
  -17.8	-1.34	0.11
- CSc1oc(-c2ccccc2)nc1S(=O)(=O)c1ccc(F)cc1
  -7.0	-1.55	-1.56
- CCN(CC)c1c(-c2ccccc2)c2cc(C)ccc2[nH]c1=O
  ·	-1.29	-0.64
- C=CCN(C1CCCCC1)S(=O)(=O)c1ccc2c(c1)oc(=O)n2C
  ·	-0.38	-0.59
- CC(=O)Oc1ccc2c(c1)OC(c1ccccc1)CC21CC(C)(C)NC(=O)N1 (stereo not given)
  -6.2	1.77	1.38
- Cc1cccc(N(C)c2cc(C)nc3ncnn23)c1
  25.0	0.01	-1.03
- O=C(COc1ccc(Cl)cc1Br)N1CCN(c2ccccc2)CC1
  ·	-1.82	-0.62
- CC(NS(=O)(=O)c1ccc2[nH]c(=O)c(=O)[nH]c2c1)C(=O)O (stereo not given)
  0.0	·	·
- CC(=O)Nc1ccc(C(=O)N(C)C(C(=O)Nc2ccccc2)c2ccccn2)cc1 (stereo not given)
  11.4	0.57	0.52
- Cc1occc1C(=O)N1CCN(Cc2ccccc2)CC1
  0.0	0.19	-0.08
- CCOC(=O)c1nnn(-c2nc(OC)nc(N3CCCC3)n2)c1-c1ccccc1
  -42.1	-0.91	-0.35
- COC(=O)Cc1cc(=O)n2[nH]c(C)cc2n1
  25.0	1.61	1.39
- CC(C)=CCSc1nnc([C@@H](NC(=O)OC(C)(C)C)C(C)C)o1
  -93.1	0.92	0.32
- O=C(c1ccco1)c1n[nH]nc1-c1ccccc1
  5.3	0.5	0.08
- Cc1ccc(S(=O)(=O)NC(CC(C)C)C(=O)Nc2nccs2)cc1 (stereo not given)
  -40.0	-0.45	-0.76
- COc1ccnc(Oc2ccc(F)cc2)c1C(=O)N/C=N/OCc1ccccc1
  -18.8	·	·
- Cc1cccnc1Nc1nc(-c2ccccn2)cs1
  -142.9	-2.68	-1.81
- COC(=O)CSc1ccc2nnc(-c3ccc(OC)c(OC)c3)n2n1
  ·	0.05	-0.47
- Cc1cccc(N2CCN(C(=O)C3CCCCC3)CC2)c1C
  ·	-1.43	0.22
- CC(=O)Nc1c(NCC(C)C)c2ccccc2oc1=O
  -60.0	1.33	0.91
- O=C(CSc1nc(-c2ccc(F)cc2)cs1)NC(=O)NCc1ccco1
  ·	-1.95	-1.15
- COc1ccc(NC(=O)c2ccc(COc3ccccc3OC)o2)cc1OC
  -7.7	-0.48	-0.7
- C=CCn1c(-c2ccccc2)nc2nc3ccccc3nc21
  27.6	-1.58	-1.34

In the list so far, two contain a nitro group on carbon.
Order of results – INS promoter inh	SDO1 yeast rescue	SDO1 yeast rescue Rescue 24 h
- COc1ccc(/C=N/NC(=O)c2ccc(Cn3cc([N+](=O)[O-])cn3)o2)cc1O
  16.7	0.3	-0.71
- O=C(N/C(=C\c1ccccc1Cl)C(=O)N1CCOCC1)c1ccc([N+](=O)[O-])cc1
  28.6	·	·

The list continues:
Order of results – INS promoter inh	SDO1 yeast rescue	SDO1 yeast rescue Rescue 24 h
- COc1ccc(C(=O)NCC(=O)NCC2(N(C)C)CCCCC2)cc1OC
  10.8	0.6	-0.04
- Cc1cc(NC(=O)CCC(=O)N(CC(=O)NC2CCCC2)Cc2ccc(F)cc2)no1
  -17.9	0.01	-0.84
- COC(=O)c1cc(COC(=O)c2cccnc2SC)oc1C
  ·	0.7	1.04
- Cc1c(CN(C)C)c2c(n1Cc1ccccc1)C(=O)c1ccc(Br)cc1-2
  -12.5	-0.82	-1.01
- O=C(Cc1csc(N2CCOCC2)n1)N/N=C/c1ccc(Cl)cc1Cl
  13.8	-0.46	-0.65
- COc1ccc(NC(=O)c2cc(-c3ccc(C)o3)nc3ccccc23)cc1OC
  -22.9	0.09	0.31
- CN1OC(COC(=O)c2ccc(Cl)cc2)CC1c1ccccc1 (stereo not given)
  12.9	-0.53	-0.68
- CCc1ccc(OCC(=O)NNC(=O)CSc2nnc(-c3ccc(C)cc3)n2C)cc1
  ·	-0.28	-0.02
- N#Cc1c(NC(=O)c2ccc(-c3ccccc3[N+](=O)[O-])o2)sc2c1CCCC2
  -23.3	-1.11	-1.35
- COc1cccc(CNc2ccc(S(N)(=O)=O)cc2)c1OC
  62.5	0.05	-0.15
- CC1CCN(c2ccc(C=O)o2)CC1
  -25.0	·	·
- O=C1CC(c2ccccc2)CC(=O)C1CS(=O)(=O)c1ccccc1 (stereo not given)
  18.2	·	·
- COc1ccc(Nc2ncnc3nc[nH]c23)cc1OC
  ·	0.05	-0.45
- O=C(CCc1ccccc1)Nc1nn[nH]n1
  26.7	0.6	1.04
- COCCNC(=O)c1cc2cc(Br)cc(Br)c2oc1=O
  14.3	·	·
- Cc1nc2ncnn2c(C)c1CCC(=O)NCc1ccc2c(c1)OCO2
  ·	0.58	0.17
- COc1ccccc1NC(=O)NCc1ccc2c(c1)OCO2
  25.0	-0.32	-0.11
- COC(=O)c1c(NC(=O)c2ccc(C)o2)sc2c1CCCCC2
  42.1	-0.47	-0.66
- Cc1cccc(NC(=O)/C(C#N)=C\c2cccnc2)c1
  -11.1	-0.99	-0.22
- COc1ccc2[nH]cc(C=O)c2c1
  38.2	-0.29	-1.22
- N#Cc1c(C#N)c(-c2ccccc2)n(-c2ccc(C(=O)O)cc2)c1N
  58.6	-0.15	-0.47
- COc1cc(/C=C2\C(=O)NN(c3ccccc3)C2=O)cc([N+](=O)[O-])c1O
  33.3	·	·
- Cc1ccc(N2CCN(c3ccc(NCc4nc5ccccc5n4C)cc3)CC2)cc1
  11.1	-0.39	0.4
- CCc1ccc2nc3n[nH]c(N)c3cc2c1
  6.5	-1.35	-1.53
- CCOc1ccc(N2C(=O)C(Cl)=C(Nc3ccccc3O)C2=O)cc1
  -57.1	-0.07	1.29
- CCn1c(SCC(=O)NC(C)C)nnc1-c1cccs1
  -37.5	-0.35	-0.74
- CCN(CC(=O)NC(=O)NCc1ccccc1)Cc1nc2ccccc2c(=O)[nH]1
  -8.3	·	·
- CCc1cc(=O)oc2cc(OS(C)(=O)=O)ccc12
  34.6	·	·
- Cc1cccc(N2CCN(S(=O)(=O)c3ccc4c(c3)CCC(=O)N4)CC2C)c1 (stereo not given)
  -109.1	-1.13	-0.75
- CCc1nc(N)c(C#N)c(-c2ccco2)c1C
  -71.4	-1.43	-0.36

Compound profiles (already shown):
Entry for `COc1ccc(C(=O)NCC(=O)NCC2(N(C)C)CCCCC2)cc1OC` → INS promoter inh = 10.8; SDO1 yeast rescue = 0.6; SDO1 yeast rescue Rescue 24 h = -0.04
Entry for `Cc1cccc(NC(=O)/C(C#N)=C\c2cccnc2)c1` → INS promoter inh = -11.1; SDO1 yeast rescue = -0.99; SDO1 yeast rescue Rescue 24 h = -0.22
Entry for `O=C1CC(c2ccccc2)CC(=O)C1CS(=O)(=O)c1ccccc1` (stereo not given) → INS promoter inh = 18.2; SDO1 yeast rescue = ·; SDO1 yeast rescue Rescue 24 h = ·

The results go on.
Order of results – INS promoter inh	SDO1 yeast rescue	SDO1 yeast rescue Rescue 24 h
- COc1ccc(CCn2c(C)nc3c(c(=O)c4ccccc4n3C)c2=O)cc1
  3.2	0.32	0.2
- Cn1c(C(=O)NCCN2CCOCC2)cc2c(=O)n(C)c3ccccc3c21
  ·	1.44	1.48
- CCCS(=O)(=O)c1nc(S(=O)(=O)c2ccc(C)cc2)c(NCc2ccccn2)s1
  -26.7	·	·
- CN(Cc1c(F)cccc1Cl)c1nnnn1-c1ccccc1
  ·	-1.42	-1.58
- COc1ccccc1Nc1nc(N)nc(CSC(=S)N2CCCCC2C)n1 (stereo not given)
  25.9	-1.41	-0.89
- COc1cccc(C2=NOC(C(=O)Nc3cc(OC)c(OC)c(OC)c3)C2)c1 (stereo not given)
  63.6	-0.63	-0.67
- COc1cccc2[nH]c3c(N4CCC(C)CC4)ncnc3c12
  ·	-0.08	0.15
- CCOC(=O)Cc1nn[nH]n1
  -10.0	·	·
- O=C(NC1CCCCC1)C1CCN(S(=O)(=O)c2cccs2)CC1
  -16.1	0.32	-0.03
- O=C(Cc1cccc2ccccc12)NCC1CCCO1 (stereo not given)
  14.3	0.84	-0.22
- CC1Oc2ccccc2OC1C(=O)Nc1ccccn1 (stereo not given)
  -169.8	0.14	-0.84
- COc1ccc(C(=O)NCCSCc2ccccc2)cc1OC
  -7.7	·	·
- COc1ccccc1-c1noc(CCC(=O)Nc2cc(C(F)(F)F)ccc2Cl)n1
  ·	-1.32	-1.08
- CCOC(=O)n1c(=O)[nH]c2ccc(Br)cc21
  27.3	·	·
- CCOC(=O)c1ccc(-c2cc(C)no2)[nH]1
  -37.5	0.83	0.47
- C1CCN=C(NC23CC4CC(CC(C4)C2)C3)CC1
  -14.3	0.82	0.25
- Cc1ccccc1NC(=O)Cn1cccc1
  ·	1.15	0.55
- O=C(O)c1cc(NCc2ccccc2)ccc1N1CCOCC1
  -235.7	-0.25	-0.43
- CN(C1CCS(=O)(=O)C1)S(=O)(=O)c1ccccc1 (stereo not given)
  -71.4	·	·
- CCCCOC(=O)C1[C@H]2C(=O)N(c3ccccc3CC)C[C@]23C=C[C@H]1O3 (stereo not given in full)
  ·	0.59	-0.1
- CCCCCCn1cnc2c(oc3nc4c(cc32)CCCC4)c1=O
  22.6	-0.45	-1.27
- COc1ccccc1NC(=S)NNC(=O)c1ccccc1
  -24.3	·	·
- CN(Cc1ccccc1)C(=O)COc1cc(=O)n(C)c2ccccc12
  11.1	1.22	0.98
- O=C(CN(Cc1ccccc1)S(=O)(=O)c1ccc(F)cc1)NCCC1=CCCCC1
  -19.4	-1.22	-1.35
